Assay outcomes (PubChem BioAssay)
NR5A2 inv ag: NR5A2 inverse agonism in reporter assay; O00482; HEK293T StAR-luciferase reporter, LRH-1 transfected, 24 h; inhibition, % at 3.6 µM; 0.13% of 360,000 active; AID 602396;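 active = inhibition above the mean inhibition of all tested compounds plus 3 SD, cut at about 73% in these data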;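 note: 0% = DMSO wells and 100% = reporter-only cells lacking LRH-1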
SRC1 inh: human NCOA1 inhibition. HEK293 GAL4-SRC1 luciferase reporter, luminescence. 0.12% of 360,000 active. inhibition, % at 3.6 µM. Q15788;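 active = inhibition above the campaign mean plus 3 SD, with each screening campaign given its own cutoff, cut at about 60% in these data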;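 note: 0% = DMSO treated cells and 100% = gossypol at 36 µM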
Target sequence (Q15788 whole entry, looked up, the tested form may be a part): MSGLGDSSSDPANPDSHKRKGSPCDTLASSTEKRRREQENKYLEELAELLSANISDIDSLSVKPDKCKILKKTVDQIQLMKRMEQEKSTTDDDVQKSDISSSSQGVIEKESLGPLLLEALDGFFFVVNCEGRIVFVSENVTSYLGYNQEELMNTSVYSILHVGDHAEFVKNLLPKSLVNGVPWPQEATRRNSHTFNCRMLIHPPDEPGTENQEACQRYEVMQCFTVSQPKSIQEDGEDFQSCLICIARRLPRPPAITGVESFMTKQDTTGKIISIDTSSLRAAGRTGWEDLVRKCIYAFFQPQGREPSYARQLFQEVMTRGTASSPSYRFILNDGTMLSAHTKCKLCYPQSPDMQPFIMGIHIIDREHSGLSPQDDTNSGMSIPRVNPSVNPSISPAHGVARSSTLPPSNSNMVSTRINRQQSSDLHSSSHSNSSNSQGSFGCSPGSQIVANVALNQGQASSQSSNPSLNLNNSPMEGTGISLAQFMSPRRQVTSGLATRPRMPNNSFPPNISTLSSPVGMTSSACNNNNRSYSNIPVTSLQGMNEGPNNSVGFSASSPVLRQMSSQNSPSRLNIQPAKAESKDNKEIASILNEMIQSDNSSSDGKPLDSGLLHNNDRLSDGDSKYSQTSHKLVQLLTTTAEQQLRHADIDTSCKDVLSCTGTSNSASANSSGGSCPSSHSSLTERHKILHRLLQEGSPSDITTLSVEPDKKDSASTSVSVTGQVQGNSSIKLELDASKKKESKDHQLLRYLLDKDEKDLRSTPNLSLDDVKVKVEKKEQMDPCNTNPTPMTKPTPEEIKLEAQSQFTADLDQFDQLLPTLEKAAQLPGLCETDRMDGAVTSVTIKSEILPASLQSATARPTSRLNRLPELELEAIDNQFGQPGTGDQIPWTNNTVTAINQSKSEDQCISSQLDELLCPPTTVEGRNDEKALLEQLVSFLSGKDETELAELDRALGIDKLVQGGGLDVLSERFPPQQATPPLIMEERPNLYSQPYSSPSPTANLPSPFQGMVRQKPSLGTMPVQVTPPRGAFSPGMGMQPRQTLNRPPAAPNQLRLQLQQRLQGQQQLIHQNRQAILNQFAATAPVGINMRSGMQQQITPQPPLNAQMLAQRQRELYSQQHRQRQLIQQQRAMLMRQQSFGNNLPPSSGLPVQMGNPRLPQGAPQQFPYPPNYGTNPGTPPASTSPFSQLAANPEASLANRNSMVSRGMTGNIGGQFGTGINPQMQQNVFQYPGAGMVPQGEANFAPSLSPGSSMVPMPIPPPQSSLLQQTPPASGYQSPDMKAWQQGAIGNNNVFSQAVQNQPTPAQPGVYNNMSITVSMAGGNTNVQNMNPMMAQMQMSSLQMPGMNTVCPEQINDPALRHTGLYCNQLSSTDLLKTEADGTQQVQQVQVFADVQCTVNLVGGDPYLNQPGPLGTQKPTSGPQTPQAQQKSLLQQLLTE
SRC3 inh: human NCOA3 inhibition. HEK293 GAL4-SRC3 luciferase reporter, luminescence. inhibition, % at 3.6 µM. 0.17% of 360,000 active. AID 588352;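 active = inhibition above a per-campaign cutoff, the mean of all compounds plus 3 SD, cut at about 60% in these data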;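 note: 0% = DMSO-treated cells and 100% = gossypol-treated cells at 36 µM; higher means less SRC3-driven luciferase light from the GAL4 reporter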
TROY signal inh: blocks TROY-dependent signaling in reporter cells | 0.98% of 360,000 active | Q293 LMP1-TROYcd NF-kB luciferase reporter, 4 h | inhibition, % at 10 µM;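 active = compounds whose plate-normalised and pattern-corrected inhibition of the luciferase reporter signal at the single screening dose is 50% or more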
TLR9-MyD88 inh: inhibitors of human TLR9-MyD88 binding; 0.21% of 340,000 active; AID 504734; Q9NR96+Q99836; inhibition, % at 4.98 µM; CHO BLA complementation TLR9-MyD88, CCF4 FRET ratio;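 active = inhibition above the mean over all tested compounds plus 3 SD, cut at about 21% in these data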;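 note: 0% = DMSO only wells and 100% = clavulanate BLA inhibitor control wells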
SRC2 inh: human SRC2 (NCOA2) inhibition | AID 651957 | Q15596 | 0.17% of 370,000 active | HEK293 GAL4-SRC2 luciferase reporter, luminescence | inhibition, % at 9 µM;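 active = inhibition above the mean inhibition of all tested compounds plus 3 SD, set per campaign, cut at about 52% in these data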;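 note: 0% = DMSO treated cells and 100% = cells given Gossypol at 36 µM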
C8 TRAIL sens: sensitizes caspase-8 expressing cells to TRAIL; AID 624354; inhibition (viability loss, TRAIL sensitization), % at 10 µM; NB7+C8 cells + TRAIL, ATPlite viability luminescence; 1% of 360,000 active;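 active = compounds causing at least 50% loss of cell viability in the single-dose screen, relative to plate controls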
Vif inh: HIV Vif inhibition. HEK293T cells, Vif self-association by quenched fluorescence, imaging, 24 h. inhibition, % at 7.49 µM. 0.35% of 340,000 active. AID 602346; in the data active = inhibition above about 50%, passing the limit was not always enough; note: some results filed as inactive read as strong as hits
EBV LMP1 NFkB: Epstein-Barr LMP1 NF-kappaB reporter inhibition. LMP1-induced NF-kappaB luciferase reporter cells, luminescence. inhibition, % at 12.5 µM. 0.69% of 350,000 active. AID 504558; in the data active = inhibition above about 41%;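 note: 0% = neutral control wells and 100% = reference inhibitor control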
NR2F2 inh: blocks human COUP-TFII nuclear receptor; 0.7% of 370,000 active; inhibition, % at 8.6 µM; HEK293T NGFI-A luciferase reporter, luminescence; P24468;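 active = inhibition above a per-plate cutoff, mean inhibition of test wells between control levels plus 3 SD, cut at about 38% in these data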;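 note: cells cotransfected with COUP-TFII expression vector driving the NGFI-A reporter; 0% = median of COUP-TF2 test wells and 100% = reporter-only cells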
NOD2-RIPK2 inh: inhibitors of human NOD2-RIPK2 interaction; O43353; CHO BLA complementation NOD2-RIPK2, CCF4 ratio; inhibition, % at 4.98 µM; 0.38% of 360,000 active; AID 624267; in the data active = inhibition above about 21%;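 note: 0% = vehicle only and 100% = reference blocker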
Starred values were filed as active, the others as inactive; nt = no result given. Some of the compounds tested; the hit share may differ from the screen's.

Each structure is followed by: NOD2-RIPK2 inh	NR5A2 inv ag	C8 TRAIL sens	TROY signal inh	SRC3 inh	SRC2 inh	SRC1 inh	TLR9-MyD88 inh	NR2F2 inh	Vif inh	EBV LMP1 NFkB
COc1cccc(N2CCN(C(=O)c3ccc(N4C(=O)NC5CC4(C)Oc4ccccc45)cc3)CC2)c1 (centres undefined)
  -7	9	4	9	-9	-21	-36	2	-1	nt	-6
COc1ccc(-c2ccnc3nc(N4CCOCC4)nn23)cc1
  -1	-12	-22	13	2	-35	1	1	14	-4	3
COc1ccc(S(=O)(=O)N(C)C)cc1NC(C)C(=O)Nc1cccc(C#N)c1 (centres undefined)
  -6	-2	-16	17	14	8	-7	-5	-1	-1	7
O=C(NNC(=O)c1ccccc1OCc1ccc(F)cc1)c1ccccc1O
  -6	27	7	-6	5	5	20	2	-14	-10	31
CNC(=O)C(=O)NCCc1ccc(Cl)cc1
  -11	-7	-8	-6	-19	-20	-38	3	-14	-6	-2
CC(C)(C)NC(=O)C(c1ccccn1)N(C(=O)c1csnn1)C1CCCC1 (centres undefined)
  3	-2	8	12	-3	-15	18	-3	-2	0	-2
O=C(NCCCN1CCOCC1)c1cc(S(=O)(=O)N2CCCCC2)ccc1Cl
  7	5	14	-15	6	-16	-1	5	-1	-4	-15
CCCn1nc(C(=O)NNC(=O)CSCC(=O)Nc2cc(C)on2)c2ccccc2c1=O
  1	4	-10	33	-5	-6	6	0	5	-7	11
COc1cccc(NC(=O)CSc2nnc(COc3ccc4c(c3)CCCC4)o2)c1
  8	-2	42	20	16	7	3	-1	-15	nt	-6
O=C(/C=C/c1ccc(OCCCF)cc1)N1CCOCC1
  0	-33	20	-22	-39	-21	-53	1	-22	-1	-17
N#Cc1nc(-c2ccccc2)oc1NCCCn1ccnc1
  -11	3	3	-23	3	-26	-22	-4	-15	-4	-7
Cc1ccc(C(=O)c2oc3ccccc3c2NC(=O)c2cc(-c3ccccc3O)n[nH]2)cc1
  -3	5	-19	5	0	-3	-4	-4	-2	3	8
CCCCCCNCC(=O)N1CCC(Cc2ccccc2)CC1
  -6	10	-10	-17	-20	-1	17	-1	27	-5	2
Cc1cnc(C(=O)Nc2nc(-c3ccccc3)cs2)cn1
  0	-14	3	-49	0	-26	-38	6	2	-2	3
Cc1cc(N2CCN(Cc3ccccc3)CC2)n2nc(C)c(-c3ccccc3)c2n1
  -3	12	8	16	-2	-10	3	-3	-12	15	5
COCCCN(C(=S)Nc1cc(Cl)cc(Cl)c1)C(C)c1ccccn1 (centres undefined)
  -10	-1	-26	2	12	-23	-13	-7	2	-3	8
Cn1c(C(C#N)C(=O)c2sc3ccccc3c2Cl)nc2ccccc21 (centres undefined)
  -7	-37	3	0	-13	0	-3	-1	5	15	4
CCCn1nc(NC(=O)C(C)C)c2cc3cc(OC)ccc3nc21
  6	-2	-19	-27	-32	-17	-28	7	-11	-12	-28
COc1ccc(/C=C/c2nnc(NC(C)=O)s2)cc1
  -6	-121	34	-13	-81	-63	-115	11	-40	0	1
CN(C)S(=O)(=O)c1ccc(NC(=O)N2CCN(c3ccccc3Cl)CC2)cc1
  -3	8	4	16	7	-5	2	-6	18	-16	2
Cc1cc(NC(=O)CN2CC(C)OC(C)C2)n(-c2nc3ccccc3s2)n1 (centres undefined)
  -6	4	17	4	-8	nt	-6	0	nt	16	-7
COc1ccccc1C(=O)NCCCCNC(=O)c1ccccc1OC
  5	-14	-13	-5	1	-9	7	1	19	-4	2
CC(=O)Nc1ccc(NC(=O)COC(=O)/C(=C/c2ccccc2)n2nnnc2C)cc1
  -10	8	21	-6	8	6	-12	-18	4	-5	-13
CCCCCCCC(=O)NC(Nc1ccc(S(N)(=O)=O)cc1)C(Cl)(Cl)Cl (centres undefined)
  3	-9	20	31	-8	-4	9	9	14	-14	4
CCc1noc(C)c1C(=O)Oc1ccc(N(C)S(=O)(=O)c2ccccc2)cc1
  1	12	18	10	27	-5	-3	7	15	0	13
COc1cccc(C2C(C(=O)OC(C)C)=C(C)Nc3ncnn32)c1 (centres undefined)
  -5	3	12	-9	-3	-23	13	-4	-24	3	6
O=C(Nc1cccc(NC(=O)c2cccc(F)c2)n1)c1cccc(F)c1
  -4	-51	-5	-36	-32	-20	-32	-6	11	2	1
C=CCc1c(C)nc(C)nc1N/N=C/c1ccccc1O
  -17	-1	10	5	3	14	-10	0	-30	nt	6
CC(=O)c1cn(N2CCCCC2)c(=O)[nH]c1=O
  -6	-8	-21	16	-24	-3	-10	-2	22	-5	0
Cc1c(C(=O)Nc2ccc3c(c2)OCO3)sc2ncn(CC(=O)N3CC(C)CC(C)C3)c(=O)c12 (centres undefined)
  -7	-5	6	16	-1	16	-11	5	-7	10	6
O=C(c1ccccc1)c1n[nH]c(-c2ccccc2)cc1=O
  -4	16	-3	2	13	-54	-17	-8	6	1	2
CCc1ccc(C2=NN(C(C)=O)C(c3ccco3)C2)cc1 (centres undefined)
  -20	-119	4	-36	-70	-61	-102	0	-37	-1	-46
COc1ccc(-n2ncc3c(=O)n(Cc4c(F)cccc4Cl)cnc32)cc1
  -9	2	0	-57	11	-14	-8	-14	0	1	-26
CCc1nnc(NC(=O)c2ccc(C)o2)s1
  -3	-84	-13	-49	-34	-11	-23	5	-15	6	-5
CCOc1ccc(/C=N/NC(=O)c2[nH]ncc2Br)c(O)c1
  -10	-119	79*	24	-49	-1	-83	-2	-33	-12	3
CCCCCOC(=O)C1[C@H]2C(=O)N(Cc3cccs3)C[C@]23C=C[C@H]1O3 (some centres undefined)
  -10	12	-5	7	-18	4	-14	4	1	nt	4
COc1ccc(Nc2nc(N3CCCCC3)nc3ccccc23)c(OC)c1
  -2	7	27	-13	18	-8	16	-3	13	-8	14
CC(C)NC(=O)c1csc([C@@H]2O[C@H](CO)[C@H](O)[C@H](O)[C@H]2O)n1
  2	17	-17	5	-14	-6	-1	nt	-11	1	nt
CC12CCCC(CC(=O)O)(C1)NC(=O)C2 (centres undefined)
  -32	3	-5	-20	6	-4	-7	0	0	0	-8
O=C(O)c1oc2ccc(Br)cc2c1-n1cccc1
  -11	-4	-2	3	-3	-20	5	-2	11	0	4

2 entries from above in a different format:
molecule	NOD2-RIPK2 inh	NR5A2 inv ag	C8 TRAIL sens	TROY signal inh	SRC3 inh	SRC2 inh	SRC1 inh	TLR9-MyD88 inh	NR2F2 inh	Vif inh	EBV LMP1 NFkB
COc1ccc(-n2ncc3c(=O)n(Cc4c(F)cccc4Cl)cnc32)cc1	-9	2	0	-57	11	-14	-8	-14	0	1	-26
CC(=O)Nc1ccc(NC(=O)COC(=O)/C(=C/c2ccccc2)n2nnnc2C)cc1	-10	8	21	-6	8	6	-12	-18	4	-5	-13

Continued.
Each structure is followed by: NOD2-RIPK2 inh	NR5A2 inv ag	C8 TRAIL sens	TROY signal inh	SRC3 inh	SRC2 inh	SRC1 inh	TLR9-MyD88 inh	NR2F2 inh	Vif inh	EBV LMP1 NFkB
COc1ccc(S(=O)(=O)N2CCCCC2)cc1
  -21	7	-4	-7	1	-18	-12	-13	1	-3	-6
O=C(O)c1ccc(COc2ccccc2[N+](=O)[O-])o1
  2	8	23	-25	-4	7	0	1	-6	-3	-1
CCC(=O)N1c2ccc(S(=O)(=O)N3CCN(C)CC3)cc2CC1C (centres undefined)
  -13	4	-24	-7	-32	17	-8	-6	0	-17	-6
COc1ccc(CNc2c(CO)cnc3c2cnn3C)cc1
  -15	11	-5	21	13	4	-4	-8	-7	1	-10
CCOc1ccc(-n2c(C)nc3cc(C(=O)NCCCN4CCOCC4)ccc32)cc1
  -10	7	-7	-2	12	-1	0	6	5	11	0
CC(C)c1ccc(OC(=O)c2cccc(S(=O)(=O)N3CCN(C)CC3)c2)cc1
  -6	-2	8	-12	-4	7	-4	-11	-1	-1	5
CCCCN(CCCC)CCNC(=O)CN1C(=O)COc2ccc(S(=O)(=O)N3CCC(C)CC3)cc21
  -1	-4	-1	-9	-22	-5	-5	-18	6	-5	-3
CCN(CC(=O)NC1CCS(=O)(=O)C1)C(C)C(=O)Nc1ccc(F)cc1 (centres undefined)
  -11	-3	9	7	14	4	-5	1	10	-5	-3
COc1ccccc1NC(=O)CN(Cc1ccccc1)S(C)(=O)=O
  -1	21	-1	-31	7	18	3	7	-17	12	1
CCN1C(=O)c2cccc3c(NC(=O)C4CCCCC4)ccc1c23
  4	35	3	-10	22	-35	8	-9	-36	-1	3
COc1ccc(CNCc2ccc3c(c2)OCO3)c(OC)c1OC
  -21	-4	6	-3	14	-12	-1	-13	12	8	-3
CC(CCl)n1c(=O)c2ccccc2n1C(=O)c1ccccc1 (centres undefined)
  -13	22	-21	-14	nt	3	nt	nt	10	nt	nt
C=CC1(C)CN(Cc2ccco2)S(=O)(=O)c2c(F)cccc2O1 (centres undefined)
  -1	-8	-5	-10	14	-33	1	-5	-16	-4	-4
Cn1c(=O)c(-c2ccccc2[N+](=O)[O-])c(Cl)c2ccccc21
  0	-5	-2	-4	-27	4	20	-2	4	-5	-1
O=S1(=O)CC(O)C(NCc2ccco2)C1 (centres undefined)
  -2	-3	2	-9	-11	-4	1	-3	2	0	-19
O=C(N/N=C/c1c[nH]c2ccc(Br)cc12)C1CC1
  -7	3	1	-8	14	-5	-1	0	18	5	-1
COC(=O)c1ccc(S(=O)(=O)N(CCO)Cc2ccccc2)n1C
  7	-12	-16	-15	12	-2	1	-5	-1	6	-3
COc1cc2c(cc1OC)C(COc1ccc([N+](=O)[O-])cc1)NCC2 (centres undefined)
  -5	1	-8	5	-3	8	-17	-6	-23	19	6
CCCNc1nc(-c2ccccc2)c(C(=O)OCC)cc1C#N
  9	37	5	19	1	-5	-1	-4	-4	14	5
COc1ccc(Nc2oc(COc3ccccc3OC)nc2C#N)cc1
  -4	1	16	1	31	32	9	-3	37	5	56*
CC(=O)Nc1ccc(-c2ccnc3c2CC(C(=O)NCc2cccc(Cl)c2)O3)cc1 (centres undefined)
  15	23	0	-12	4	3	-21	nt	-57	16	nt
O=C1OCCC1Sc1nnc(-c2ccccc2Br)n1Cc1ccccc1 (centres undefined)
  -1	-3	-8	-9	1	5	-6	-13	0	5	5
CCNc1ccc(S(=O)(=O)N(C)C)cc1NCC(=O)Nc1ccc(Br)cc1F
  -6	15	2	10	-1	12	-2	-1	16	-5	1
COc1ccc(C(=O)OCCc2ccc(O)cc2)cc1
  -10	-89	24	-48	-110	-68	-94	11	-48	0	10
Fc1ccc(C2=CSC3=NCCN23)cc1
  -10	-2	-2	12	6	-18	11	1	11	-8	-3
Cc1ccc(C)c(-n2c3nc(=O)[nH]c(=O)c-3cc3cc([N+](=O)[O-])ccc32)c1
  12	40	-40	31	23	-47	-5	1	-41	16	17
CCn1cc(C(=O)NCc2ccco2)c(=O)c2ccc(C)nc21
  -7	3	-32	1	-8	-1	-6	-6	10	-16	6
COc1nnc(-c2ccc(C)c(S(=O)(=O)NCCO)c2)c2ccccc12
  -7	0	-1	7	11	0	-8	-8	10	19	3
NC(=O)Cn1c2[n+](c3ccccc31)CC(O)CS2 (centres undefined)
  -4	16	3	15	21	-1	-1	5	3	-5	1
Cc1ccc(N(C(=O)c2ccc(S(=O)(=O)N(C)C)cc2)C2C=CS(=O)(=O)C2)cc1 (centres undefined)
  -1	13	3	-12	13	-1	3	2	-4	-1	7
